SMN2 splice up = qHTS Assay for Enhancers of SMN2 Splice Variant Expression. 210,000 tested, 2.8% active. Potency, µM (doses to about 46.1 µM), for the others: at the highest dose activity change, positive = activation, usual class: activators. HEK293 SMN2-luciferase splicing reporter, luminescence, 30-36 h; note: % of control where 0% means no effect; nearly all actives have a fitted effect of over 55% in size
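HEK293 cells carry an SMN2 […]–luciferase reporter in which exon 7 inclusion puts luciferase in frame. Cells were plated 10-12 h before compound addition, then incubated 30-36 h at 37C. ONE-Glo luminescence was read; sodium butyrate at 4.5 mM final served as control.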
ALDH1A1 block = qHTS Assay for Inhibitors of Aldehyde Dehydrogenase 1 (ALDH1A1). 220,000 tested, 7.3% active. Potency, µM (series often up to 75.3 µM), without a hit: at the highest dose activity, negative = inhibition, hits mostly inhibitors. Purified ALDH1A1, NADH fluorescence, propionaldehyde substrate. Aldehyde dehydrogenase 1A1 (Homo sapiens), P00352; active = well fitted inhibition curve with a large enough effect, not every such curve was filed as active; inconclusive = small, poorly fitted or top-dose-only effect, or another doubt; inactive = no such curve, though single readings can be large or run the other way;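 note: plate controls were no enzyme wells and a reference inhibitor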
Target sequence (P00352 whole entry, looked up): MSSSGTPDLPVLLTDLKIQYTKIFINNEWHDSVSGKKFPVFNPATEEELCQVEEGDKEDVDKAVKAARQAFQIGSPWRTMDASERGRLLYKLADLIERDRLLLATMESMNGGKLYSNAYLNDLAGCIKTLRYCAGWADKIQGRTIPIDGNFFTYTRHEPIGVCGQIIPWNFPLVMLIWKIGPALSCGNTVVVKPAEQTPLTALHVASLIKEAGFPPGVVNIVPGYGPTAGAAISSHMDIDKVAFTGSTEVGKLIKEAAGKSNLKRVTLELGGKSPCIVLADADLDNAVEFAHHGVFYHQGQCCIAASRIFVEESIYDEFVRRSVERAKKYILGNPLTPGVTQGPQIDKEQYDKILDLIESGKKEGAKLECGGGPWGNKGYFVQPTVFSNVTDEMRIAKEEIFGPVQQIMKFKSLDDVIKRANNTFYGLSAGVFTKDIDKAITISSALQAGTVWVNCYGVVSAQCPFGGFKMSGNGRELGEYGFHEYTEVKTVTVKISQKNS
Lamin A splicing = qHTS Assay for Modulators of Lamin A Splicing; HeLa LMNA splicing GFP/RFP minigene ratio, 48 h; AID 1487, 2009; Potency, µM (top dose mostly 46.1 µM), inactives show top-dose ratio change, negative = inhibition, actives largely listed as inhibitors; 200,000 tested, 0.01% active; active = well fitted inhibition curve with a large enough effect in the signal ratio, with a control signal flat, not every such curve was filed as active; inconclusive = small, poorly fitted or top-dose-only effect, or effect the other way, or a change in a side signal; the % refers to the signal ratio; note: % is set by controls: 0 for no effect and ±100 for the full control effect
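S3 HeLa cells stably expressing lamin A-EGFP splicing minigene plus DsRed2, 600 cells/well, 48 h compound exposure at 37C. Laser-scanning cytometry; analysed as GFP (500-530 nm)/RFP (575-640 nm) total intensity ratio; 0.5% DMSO vehicle.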
TRb SRC2 PPI = qHTS for Inhibitors of the Interaction of Thyroid Hormone Receptor and Steroid Receptor Coregulator 2; TRbeta-SRC2 peptide binding, fluorescence polarization; receptor liganded with 1 µM T3; Potency, µM (top dose mostly 106 µM), for inactives: at the top dose activity change, negative = inhibition, most hits filed as inhibitors; 280,000 tested, 0.065% active;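 note: plate controls were bound peptide for no effect and peptide without receptor for full effect; nearly all actives have a fitted effect of over 50% in size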
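Compounds were added to 0.6 uM TRb ligand-binding domain and 20 nM Texas Red-labeled SRC2 peptide in Tris buffer containing 1 uM T3, incubated 5 hr at ambient temperature, then read by fluorescence polarization.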
RECQ1 helicase = qHTS Assay for Inhibitors of RecQ-Like Dna Helicase 1 (RECQ1). ATP-dependent DNA helicase Q1 (Homo sapiens), P46063. RECQ1 DNA unwinding, red fluorescence kinetic read. Potency, µM (top dose mostly 57.3 µM), without a hit: at the highest dose activity, negative = inhibition, actives largely listed as inhibitors. 240,000 tested, 0.54% active. AID 2549, 2010;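 note: plate controls were vehicle for no effect and no enzyme for full effect; nearly all actives have a fitted effect of over 30% in size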
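50 nM RECQ1T1 preincubated 15 min with compound in Tris pH 8.0 buffer with MgCl2, DTT, Tween-20 and 2.5 ug/ml poly(dI-dC); started with 200 nM TAMRA/BHQ-2 forked duplex and 2 mM ATP. Unwinding read as fluorescence (525/598 nm), two reads 2 h apart.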
GoLoco inh red = qHTS Assay for Inhibitors of RGS12 GoLoco Motif Activity (Red Fluorophore); 230,000 tested, 0.44% active; Gai1:RGS12 GoLoco peptide FP, rhodamine, 10 min; Potency, µM (top dose mostly 61.6 µM), without a hit: top-dose activity, negative = inhibition, most hits filed as inhibitors; Guanine nucleotide-binding protein G(i) subunit alpha-1 (Homo sapiens), P63096; AID 880, 2007; active = well fitted inhibition curve with a large enough effect, not every such curve was filed as active; inactive = no such curve, though single readings can be large or run the other way; note: % is set by controls: 0 for no effect and ±100 for the full control effect; nearly all actives have a fitted effect of over 30% in size; many of its hits are not listed in these tables
TexasRed fluor = Total Fluorescence Counterscreen for Inhibitors of the Interaction of Thyroid Hormone Receptor and Steroid Receptor Coregulator 2; TRb/SRC2 Texas Red total fluorescence interference; 280,000 tested, 0.29% active; Potency, µM (series often up to 106 µM), for inactives: at the highest dose fluorescence change, negative = quenching; active = well fitted curve in either direction with a large enough effect; inconclusive = small, poorly fitted or top-dose-only effect; note: % is set by controls: 0 for no effect and ±100 for the full control effect
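Human TRb ligand-binding domain at 0.6 uM with 20 nM Texas Red SRC2 peptide in Tris buffer containing 1 uM T3 and 5% DMSO, incubated with compound 5 h at ambient temperature. Total fluorescence (555/632 nm) calculated as parallel + 2 × perpendicular.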
JMJD2E inh = qHTS Assay for Inhibitors of Human Jumonji Domain Containing 2E (JMJD2E); AID 2147, 2009; Potency, µM (series often up to 57.1 µM), for the others: at the highest dose activity change, negative = inhibition, hits mostly inhibitors; 230,000 tested, 1.6% active; Lysine-specific demethylase 4E (Homo sapiens), B2RXH2; JMJD2E catalytic domain, FDH-coupled NADH fluorescence (FDH is formaldehyde dehydrogenase); active = well fitted inhibition curve with a large enough effect, not every such curve was filed as active; inconclusive = small, poorly fitted or top-dose-only effect, or another doubt; inactive = no such curve, though single readings can be large or run the other way;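 note: 0% = wells with enzyme and -100% = buffer wells without enzyme; nearly all actives have a fitted effect of over 50% in size; many of its hits are not listed in these tables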
Target sequence (B2RXH2 1-337 limits assumed): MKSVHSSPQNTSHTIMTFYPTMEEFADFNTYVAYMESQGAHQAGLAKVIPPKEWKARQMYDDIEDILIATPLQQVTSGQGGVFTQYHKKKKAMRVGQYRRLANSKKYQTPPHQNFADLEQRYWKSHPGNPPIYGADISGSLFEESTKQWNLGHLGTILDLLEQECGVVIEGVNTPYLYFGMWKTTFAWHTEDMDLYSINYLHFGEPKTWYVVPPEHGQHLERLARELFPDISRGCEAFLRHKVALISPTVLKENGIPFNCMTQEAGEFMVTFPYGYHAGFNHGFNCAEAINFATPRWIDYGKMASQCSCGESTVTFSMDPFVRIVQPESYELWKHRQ
Numbers without * were called inactive; i = inactive; ? = inconclusive; · = not tested or not shown; & = joins results of further samples; [ ] = remark or other dose. Unless noted, calls come from the whole dose curve; as a rule, active = well fitted curve in the direction sought with a large enough effect; inconclusive = small, poorly fitted or top-dose-only effect, or another doubt; inactive = no such curve, though single readings can be large; an effect the other way counts as inactive or inconclusive. Potency is the fitted concentration of half-maximal effect. The list is partial. The share of hits here may be higher or lower than overall.

SMILES	SMN2 splice up	ALDH1A1 block	Lamin A splicing	TRb SRC2 PPI	RECQ1 helicase	GoLoco inh red	TexasRed fluor	JMJD2E inh
O=C(c1ccccc1)N1CCN(c2ccc([N+](=O)[O-])c(NCc3cccnc3)c2)CC1	-10%	11µM*	0%	4%	-8%	7%	2%	9%
Cc1ccc(C(=O)/C=C/c2ccc3c(c2)OCO3)o1	3%	?	-26%	2%	-11%	9%	0%	-28%
CCn1ccnc1C(O)c1ccc(N(C)C)cc1 (stereo not given)	13%	3%	-2%	1%	-7%	-11%	-2%	-3%
CC(C)c1nc(SCC(=O)Nc2ccc3c(c2)OCO3)n[nH]1	-15%	?	-23%	0%	-3%	5%	-2%	6%
CCOC(=O)NC(=O)CSc1nc2ccc(OCC)cc2[nH]1	3%	11%	-6%	2%	1%	-16%	5%	-1%
COc1cc(CC(=O)OCC(=O)NC2CCCCC2)cc(OC)c1OC	15%	-7%	3%[46 µM]	-9%	0%	-3%	0%	1%
Cc1nc2ccc(N3C(=O)CCC3=O)cc2[nH]1	0%	9%	0%	3%	-8%	-5%	-4%	5%
O=C(N=Nc1c(O)[nH]c2ccc([N+](=O)[O-])cc12)c1ccccc1Cl	·	?	1%[46 µM]	-4%	0%	27%	1%	6%
COC(=O)c1ccc(OCC(O)CN2C(=O)NC(C)(C)C2=O)cc1 (stereo not given)	25%	12%	2%	0%	0%	-4%	-2%	8%
COC(=O)C(=Cc1ccc(OCc2ccc([N+](=O)[O-])cc2)c(OC)c1)C(=O)OC	16µM*	-15%	-11%	-7%	-16%	-1%	-5%	-2%
Cc1nc(SCC(=O)c2c(C)[nH]c3ccccc23)c2c(=O)n(C)c(=O)n(CC(C)C)c2n1	-8%	15%	?	-5%	-5%	5%	2%	4%
CC(=O)C1=C(O)C(=O)N(CCC(=O)O)C1c1ccccc1[N+](=O)[O-] (stereo not given)	-7%	?	7%[46 µM]	-1%	i	17%	0%	-12%
COc1cccc(OC)c1/C(O)=C(\C#N)c1nc2ccccc2[nH]1	-1%	1%	11%	-3%	-9%	4%	2%	-3%
COc1ccccc1Nc1nnc(SCc2cc(=O)n3cc(C)ccc3n2)s1	-21%	-8%	-25%	1%	-7%	-4%	1%	3%
CCOC(=O)C1=NOC(CNC(=O)c2c(-c3ccccc3Cl)noc2C)C1 (stereo not given)	12%	5%	-2%	-4%	-2%	9%	-6%	-7%
COc1ccc(/C=N\NC(=O)CNC(=O)C(c2ccccc2)c2ccccc2)cc1[N+](=O)[O-]	-9%	11µM*	?	2%	5%	8%	3%	-5%
N#Cc1cc(N)c(Nc2ccccc2)cc1C#N	-33%[inhibitor]	-12%	?	5%	-3%	10%	-6%	?
Cc1ccc(C2c3sc(=O)[nH]c3SC3C(=O)NC(=O)C32)cc1 (stereo not given)	5%	?	4%	-8%	i	-4%	0%	-1%
CNC(=O)NC(=O)CSc1nc(-c2cccs2)c(C#N)c(=O)[nH]1	·	-1%	?	0%	18%	12%	-1%	-12%
CCCN1Cc2cccc(C(=O)Nc3ccc(CN4CCCC4)cc3)c2C1=O	-2%	-4%	-4%	-2%	-5%	7%	2%	-5%
CC(C)CC(=O)O/N=C1\C(=O)N(Cc2ccc(Cl)cc2)c2ccc([N+](=O)[O-])cc21	-32%[inhibitor]	?	?	-6%	i	0%	1%	7%
COc1ccc(C(=O)NC(C)c2nc3ccccc3[nH]2)cc1OC (stereo not given)	17%	2%	4%	3%	i	10%	-4%	-7%
NC(=O)c1ccc(NC(=O)Cn2c(=O)n(-c3ccccc3)c(=O)c3oc4ccccc4c32)cc1	-21%	-8%	-3%[46 µM]	1%	i	10%	2%	-14%
O=C(NCCCN1CCc2ccccc2C1)Nc1ccc(Br)cc1	9%	8%	-1%	-17%	i	8%	1%	0%
Cc1ccc(C)c2[nH]c(=O)c(CN(CCN3CCCC3)C(=O)Nc3ccc(F)cc3)cc12	-6%	?	-16%	-5%	7%	3%	-1%	?
CN1CCN(S(=O)(=O)c2cccc(C(=O)N(c3ccccn3)C3CCCCC3)c2)CC1	0%	11%	14%	-1%	-13%	-2%	0%	4%
CC(=O)OCC(=O)[C@@]1(O)CCC2C3CCC4=CC(=O)CC[C@]4(C)C3C(=O)C[C@]21C (stereo not given in full)	5%	0%	·	-3%	i	5%	0%	-3%
C/C(CC(=O)NCc1ccco1)=N\NC(=O)Cc1ccccc1	-3%	-10%	-3%	8%	-2%	1%	1%	11%
COC(=O)c1ccc(C(C2C(=O)CC(C)(C)CC2=O)C2C(=O)CC(C)(C)CC2=O)cc1	·	·	·	-6%	0%	-12%	1%	?
Cc1noc(C)c1CSCC(=O)N1CCN(c2ccc(F)cc2)CC1	-63%[inhibitor]	-5%	?	-1%	-8%	6%	-1%	0%
O=C(NC1=NCCS1)c1sc2ccccc2c1Cl	13µM*	-13%	?	-14%	-5%	-3%	-3%	?
CCc1ccc(NC(=S)N(CCN2CCOCC2)Cc2ccccc2F)cc1	-5%	1%	·	8%	-7%	6%	-1%	-5%
Cc1c(C(=O)OCC(=O)Nc2c(C)n(C)n(-c3ccccc3)c2=O)oc2ccccc12	13%	8%	5%[46 µM]	6%	i	-68%	1%	-5%
Cc1cc(C)c2c(SC(C)C)nc(N)nc2n1	·	·	·	-1%	i	11%	-7%	?
CCC(C)Sc1nc2c([nH]c3ccccc32)c(=O)n1C (stereo not given)	-3%	4%	-1%	-7%&1%	-8%	-1%	-2%&-2%	0%
O=C(Nc1ccc(F)cc1)C1CCN(S(=O)(=O)c2cccs2)CC1	-84%[inhibitor]	-1%	·	4%	-2%	6%	1%	4%
CC[C@H](CC[C@@H](C)C1CC[C@H]2[C@@H]3CC=C4C[C@@H](O)CC[C@]4(C)[C@H]3CC[C@]12C)C(C)C (stereo not given in full)	·	1%	·	0%	-4%	-3%	1%	15%
CCn1c(COc2ccccc2C)nnc1SCC(=O)NCc1ccccc1	3%	11%	7%	0%	0%	-9%	6%	3%
Cc1cc(C)n(S(=O)(=O)/C=C/c2ccccc2)n1	-33%[inhibitor]	-10%	?	-2%	-10%	1%	-1%	-1%
O=C(Nc1ccccc1SCC1CSc2nc3ccccc3c(=O)n21)c1ccccc1Cl (stereo not given)	?	-1%	?	4%	-5%	3%	1%	-3%
Cc1cccc2c(C(=O)Nn3cnnc3)cc(-c3ccccc3Cl)nc12	7%	4%	·	1%	23%	33%[activator]	-1%	5%
Cc1cc(C)nc(NS(=O)(=O)c2ccc(NC(=O)C3CC(=O)N(c4ccccc4)C3)cc2)n1 (stereo not given)	1%	?	-4%	-1%	-17%	4%	-3%	-4%
Cc1ccc(-c2nn(-c3cccc(F)c3)cc2CNCCc2ccncc2)o1	·	?	·	1%	-1%	14%	-3%	?
COCCNC(=O)c1cc2oc3ccccc3c2n1C	·	?	-7%	-3%	-4%	0%	-1%	-4%
CCOc1cc(-c2nc3ccccn3c2NCC2CCCO2)ccc1O (stereo not given)	3%	?	-15%	-12%	-3%	-1%	-1%	?
Cc1nn(CCOc2cccc(Br)c2)c(C)c1[N+](=O)[O-]	-9%	-1%	·	5%	i	1%	1%	-23%
COc1ccc(-n2c(SCC(=O)Nc3ccccc3)nc3c(c2=O)SCC3)cc1	-13%	11%	0%	-2%	-3%	9%	2%	-8%
CC(=O)NC(=S)Nc1sc2c(c1C(N)=O)CCC(C)C2 (stereo not given)	·	8.9µM*	-6%[46 µM]	3%	-11%	2%	-4%	-1%

Compound profiles, from the list above. Values in the order: SMN2 splice up, ALDH1A1 block, Lamin A splicing, TRb SRC2 PPI, RECQ1 helicase, GoLoco inh red, TexasRed fluor, JMJD2E inh
Listed for `O=C(N=Nc1c(O)[nH]c2ccc([N+](=O)[O-])cc12)c1ccccc1Cl` : ·, ?, 1%[46 µM], -4%, 0%, 27%, 1%, 6%
Listed for `Cc1nc(SCC(=O)c2c(C)[nH]c3ccccc23)c2c(=O)n(C)c(=O)n(CC(C)C)c2n1` : -8%, 15%, ?, -5%, -5%, 5%, 2%, 4%

More structures
SMILES	SMN2 splice up	ALDH1A1 block	Lamin A splicing	TRb SRC2 PPI	RECQ1 helicase	GoLoco inh red	TexasRed fluor	JMJD2E inh
CC(=O)Oc1ccc(N(C(C)=O)S(=O)(=O)c2cccs2)c2ccccc12	-84%[inhibitor]	5µM*	?	8%	-4%	103%[activator]	0%	-13%
CC(=O)Nc1ccc(S(=O)(=O)C(C#N)c2nc3ccccc3nc2NCCN2CCOCC2)cc1 (stereo not given)	16%	?	3%[46 µM]	-3%	-9%	-3%	-6%	?
COc1ccc(NC2=NC(=S)N(c3ccc(C)cc3)C23CCCCC3)cc1	?	3%	4%	4%	1%	7%	-5%	-7%
C1CCC(c2nn3c(-c4n[nH]c5c4CCC5)nnc3s2)CC1	·	?	-8%	-8%	-3%	·	-1%	8%
S=c1nc(SCc2ccccc2)[nH]c2ccccc12	-59%[inhibitor]	-4%	·	1%	-12%	11%	-1%	1%
CCN(CC)C(=O)c1sc(N)c(C(=O)OC(C)C)c1C	-14%	?	-9%	3%	0%	9%	1%	-1%
CC(C)Oc1ccc(C(=O)N2CCCC2C(=O)O)cc1 (stereo not given)	11%	-6%	-2%	-1%	-1%	3%	1%	-1%
CCOC(=O)CSc1ccc(C(=O)N2CCN(C)CC2)cc1[N+](=O)[O-]	-16%	-2%	·	9%	i	5%	1%	1%
CCOc1ccc(-c2[nH]ncc2-c2ccc(OC)c(OC)c2)c(O)c1	-12%	?	?	7%	-8%	-10%	0%	11%
